MPTP block = mitochondrial permeability transition pore inhibitors, primary screen, biochemical, isolated mouse mitochondria, absorbance. Ca2+ swelling absorbance, 30 min. hit rate 1.4% among 360,000. AID 602449, 2012. inhibition, % at 10 µM;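 active = inhibition of 50% or more, scaled per plate between neutral and stimulator controls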;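 note: 0% = DMSO wells given calcium and 100% = 1 mM EGTA wells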
NR3A LBD binder = binders of NR3A ligand-binding domain, primary screen, biophysical, differential scanning fluorimetry, uHTS | Glutamate receptor ionotropic, NMDA 3A (GRIN3A) ligand-binding domain | NR3A LBD differential scanning fluorimetry, Tm shift; 0% = protein alone, 100% = glycine-bound protein | Tm shift relative to glycine control, % at 25 µM | hit rate 2.5% among 340,000 | AID 1259313, 2017;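 active = melting temperature shift of at least 10% of the positive control shift, at one fixed dose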
tim10-1 inh = growth inhibitors of tim10-1 mutant yeast, primary screen, luminescence, uHTS; hit rate 2.2% among 330,000; inhibition, % at 20 µM; S. cerevisiae tim10-1 ts strain growth, BacTiter-Glo, 24 h; AID 463190, 2010;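 active = inhibition of at least 40%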;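 note: mutant grown at 25 °C; 0% = DMSO wells with yeast and 100% = wells holding no yeast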
APJ agonist = agonists of human apelin receptor APJ, primary screen, CHO-K1 cells, PathHunter beta-arrestin, luminescence; 0% DMSO wells, 100% apelin; activation, % at 20 µM; hit rate 0.11% among 330,000; AID 2520, 2010;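 active = activation more than six SD over the plate average, tested at 20 µM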;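 note: 0% = DMSO alone and 100% = apelin-13 at 10 nM; some results filed as inactive read as strong as hits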
Target sequence (P35414 whole entry, looked up): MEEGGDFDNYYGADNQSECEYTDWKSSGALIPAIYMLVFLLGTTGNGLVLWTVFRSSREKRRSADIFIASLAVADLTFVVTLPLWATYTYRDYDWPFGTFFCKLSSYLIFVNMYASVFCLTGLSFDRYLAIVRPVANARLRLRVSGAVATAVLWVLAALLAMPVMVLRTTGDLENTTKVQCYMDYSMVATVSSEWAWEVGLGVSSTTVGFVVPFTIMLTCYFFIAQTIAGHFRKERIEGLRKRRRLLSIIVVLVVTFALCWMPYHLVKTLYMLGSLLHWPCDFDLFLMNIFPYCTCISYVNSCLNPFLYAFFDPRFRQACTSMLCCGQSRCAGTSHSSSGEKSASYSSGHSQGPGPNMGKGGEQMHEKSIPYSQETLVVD
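Assay system – PathHunter CHO-K1 APJ (AGTRL-1) beta-arrestin reporter cells · Compound – one dose, 20 µM compound, 1% DMSO · Timing – compound 90 min 25 °C, reagent 1 h · Measured by – luminescence from split beta-galactosidase complementation, Galacton Star/Emerald II substrate · Measure – beta-arrestin recruitment to APJ as agonist activity, luminescent signal · Benchmarks – DMSO vs Apelin-13 10 nM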
beta cell repl = inducers of MIN6 beta-cell proliferation, primary screen, ATP luminescence, uHTS. proliferation, % at 10 µM. MIN6 cells proliferation, ATPlite luminescence, 48 h; cells starved in 0.2% serum; 100% = growth in 10% serum. hit rate 0.29% among 330,000;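 active = compounds whose signal lies at least 3.5 SD above the mean of all wells on their plate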;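 note: 0% = DMSO-treated cells in low-serum medium and 100% = 10% serum control; some compounds called inactive have numbers as strong as hits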
TIM10 inh = growth inhibitors of isogenic TIM10 control yeast, primary screen, counter-screen for tim10-1 yeast inhibitor project, luminescence, uHTS; S. cerevisiae TIM10 strain growth, BacTiter-Glo luminescence, 24 h; inhibition, % at 10 µM; hit rate 1.4% among 330,000;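 active = inhibition of 40% or more at the single tested concentration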;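 note: wild-type TIM10 isogenic control strain grown at permissive 25 °C; 0% = DMSO yeast wells and 100% = minimal medium wells without yeast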
APJ antag = antagonists of human apelin receptor APJ, primary screen, CHO-K1 cells, beta-arrestin complementation, luminescence; P35414; inhibition, % at 20 µM; hit rate 0.32% among 330,000; AID 2521, 2010;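 active = inhibition above about 40% at 20 µM, limit read from the data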;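 note: cells challenged with 10 nM apelin-13 agonist together with compound; plate controls were apelin-13 plus DMSO wells for no effect and DMSO wells lacking apelin-13 for full effect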
NLRP3 yeast inh = NALP3 inflammasome inhibitors in reconstituted yeast, primary screen, luminescence, uHTS. Yeast reconstituted NLRP3/ASC/caspase-1, beta-gal luminescence, 24 h. inhibition, % at 10 µM. hit rate 0.39% among 330,000;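 active = inhibition of 50% or more; inactive = inhibition below 50%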;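 note: plate controls were induced DMSO wells for no effect and uninduced yeast grown without galactose for full effect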
tim23-1 inh = growth inhibitors of tim23-1 mutant yeast, primary screen, luminescence, uHTS; inhibition, % at 20 µM; hit rate 1.3% among 330,000; S. cerevisiae tim23-1 growth, BacTiter-Glo luminescence, 24 h; AID 463212, 2010;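 active = growth inhibition of the mutant yeast at or above 50%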;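 note: temperature-sensitive mutant grown at 25 °C; plate controls were DMSO-treated mutant yeast for no effect and medium wells lacking yeast for full effect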
* hit, by the source's call.

smiles,MPTP block,NR3A LBD binder,tim10-1 inh,APJ agonist,beta cell repl,TIM10 inh,APJ antag,NLRP3 yeast inh,tim23-1 inh
CN(C)/C=C(\C(=O)c1ccc(Cl)cc1)c1nnnn1-c1ccc(Cl)cc1,-0.5,0,16,-4,0,2,0,3,19
O=C(COC(=O)C1CCC(=O)N1)Nc1ccccc1Br (stereo not drawn),1.2,-1,-4,-5,-3,8,-2,-7,17
O=C(CSc1ncnc2c1oc1ccccc12)NC1CCCCC1,1.0,-4,2,0,-2,-1,-77,43,16
O=C(COC(=O)/C=C/c1ccccc1Cl)NC(=O)Cc1ccccc1,-1.1,-11,31,-4,-3,17,-5,14,15
CC(/C=N/n1cnnc1)=C\c1ccco1,-0.3,2,14,-1,-2,13,8,3,17
O=C(CCl)Nc1ccccc1C(=O)Nc1ccc2c(c1)OCO2,1.9,-1,22,2,-7,25,-22,9,20
COc1ccccc1-c1noc(Cn2cc(S(=O)(=O)N3CCCC3)ccc2=O)n1,-0.1,2,7,-3,-2,2,11,14,3
Cc1ncc(C(=O)O)c(C(=O)O)c1N,-0.5,5,-4,-4,0,-4,19,4,-2
O=C(CSc1ncccc1-c1nc2ccccc2[nH]1)NCc1ccco1,-2.3,-1,8,0,0,1,13,4,26
O=C(CCC(=O)N1CCN(S(=O)(=O)c2ccc(Cl)cc2)CC1)NCc1ccccc1,-0.5,-1,12,0,1,16,-16,13,16
CC(C)OCCCN1CC(=O)N2[C@@H](Cc3c([nH]c4ccccc34)C2(C)C)C1=O,0.8,-2,11,-2,-2,14,-4,0,6
COc1ccccc1OCC#CCSc1ncccn1,-2.6,2,6,-4,-3,-6,-1,39,-1
Cc1cc(C)c(NC(=O)CNC(=O)Cc2sc(C)nc2-c2ccc(F)cc2)c(C)c1,0.1,-2,11,-1,-4,5,-6,3,5
C[C@]12CC[C@@H]3c4ccc(O)cc4CC[C@H]3[C@@H]1C[C@@H](O)[C@@H]2O,-1.0,0,-15,-4,0,-6,-2,17,-10
O=C(Nc1ncc2c(n1)-c1ccccc1CC2)c1cccc(Cl)c1,1.5,2,49*,-3,-2,44*,9,-5,40
C=CCSc1nnc(-c2cnn(-c3ccccc3)c2-n2cccc2)n1C,0.4,-1,25,0,-3,-2,0,9,29
CC1CCCC(C)N1C(=O)COC(=O)Cn1cnc2c1c(=O)n(C)c(=O)n2C (stereo not drawn),-0.5,2,-9,5,6,16,4,10,11
COc1ccccc1C(=O)Nc1c2c(nn1-c1cccc(C)c1C)CS(=O)C2 (stereo not drawn),0.6,1,23,1,3,10,23,11,19
CCN(CC)CC(O)Cn1c(-c2cccc(Cl)c2)nc2cc(C)c(C)cc21 (stereo not drawn),-0.4,-1,-25,3,0,2,9,4,-5
COc1cc(C(=O)NCCCc2nc3ccccc3n2Cc2cc(C)ccc2C)cc(OC)c1OC,-2.6,0,20,-3,0,13,6,-3,21
CCN1CCCC1CNC(=O)c1ccc(Sc2ccc(F)cc2)c([N+](=O)[O-])c1 (stereo not drawn),0.2,1,23,-1,-6,16,21,19,13
Cc1cccc(OCC(=O)NCC(c2ccco2)N2CCCC2)c1 (stereo not drawn),1.1,0,-4,-3,-1,-6,-16,27,0
CCc1nccn1C(=O)c1cnn2c(C(F)F)cc(-c3ccc(C)cc3)nc12,-0.6,4,20,-9,-1,21,1,-5,28
CC1CC(OCC(O)CN2CCN(Cc3ccccc3)CC2)CC(C)(C)C1 (stereo not drawn),46,0,-37,-3,1,-50,4,18,-72
CCCNC(=O)c1cccc(C(F)(F)F)c1,-0.6,-17,6,-7,-1,-14,2,15,2
CCOC(=O)Cc1cnc(NC(=O)CSc2nc(C)c(CC)c(=O)[nH]2)s1,-0.7,1,8,-1,0,7,-8,15,11
O=c1nc2c(-c3ccccc3F)n[nH]n2c2ccccc12,0.7,2,3,-4,-1,33,-8,22,3
Nc1c(Cl)cc(Cl)cc1C(=O)OCC(=O)N1CCCC1=O,-1.1,-1,10,-5,0,8,20,11,-11
Cc1ccc(C)c(C(C)NC(=O)C2CCCO2)c1 (stereo not drawn),-1.1,-1,12,-6,3,-6,-11,2,5
CC(C)(C)CN1CCNC[C@H]1Cc1ccc(O)cc1,0.9,0,17,1,-3,1,-1,13,18
CCOC(=O)CCc1c(C)c2ccc(OC(C)C(=O)OCC)c(C)c2oc1=O (stereo not drawn),1.9,-1,17,-2,-2,16,17,-1,33
Cc1ccc(C(=O)Nc2ncc(C)s2)s1,0.5,-1,3,1,0,4,-7,0,29
O=C(CSC1=NCCS1)NC1CCCCC1,-0.2,-1,-5,3,0,-12,-15,9,4
CCc1c(C#N)c(=O)[nH]c(=O)n1-c1ccccc1,1.7,0,-1,5,-1,-3,-13,2,11
CCOc1cc(/C=C2\SC(N)=NC2=O)ccc1O,0.1,-1,4,2,0,-1,2,25,2
C/C(=N/OCC(=O)NCCCCCCNC(=O)CO/N=C(/C)c1cccs1)c1cccs1,4.6,-4,27,-1,2,-2,-3,-1,25
O=C(Nc1ccon1)Nc1ccc(Cl)cc1Cl,1.3,-6,33,4,0,30,3,-15,28
O=C(Nc1ccccc1O)c1cccc(S(=O)(=O)N2CCOCC2)c1,-0.3,-1,3,3,-1,-13,3,3,15
O=C(NC1CCCC1)C(=O)N(Cc1cccnc1)C(C(=O)NC1CCCC1)c1ccco1 (stereo not drawn),-0.3,-5,1,-2,-1,3,12,11,18
CN1CCC(OC(=O)c2cccc(Br)c2)CC1,-3.8,1,0,-6,0,10,-30,29,19

Laid out differently: entries from further up
smiles: O=C(NC1CCCC1)C(=O)N(Cc1cccnc1)C(C(=O)NC1CCCC1)c1ccco1 (stereo not drawn)
- MPTP block: -0.3
- NR3A LBD binder: -5
- tim10-1 inh: 1
- APJ agonist: -2
- beta cell repl: -1
- TIM10 inh: 3
- APJ antag: 12
- NLRP3 yeast inh: 11
- tim23-1 inh: 18
smiles: CN1CCC(OC(=O)c2cccc(Br)c2)CC1
- MPTP block: -3.8
- NR3A LBD binder: 1
- tim10-1 inh: 0
- APJ agonist: -6
- beta cell repl: 0
- TIM10 inh: 10
- APJ antag: -30
- NLRP3 yeast inh: 29
- tim23-1 inh: 19

Further compounds.
smiles,MPTP block,NR3A LBD binder,tim10-1 inh,APJ agonist,beta cell repl,TIM10 inh,APJ antag,NLRP3 yeast inh,tim23-1 inh
Nc1nc(SCC(=O)N2CCCc3ccccc32)n[nH]1,0.0,2,8,-3,1,3,-10,-5,14
O=C(Cn1nnc2ccccc2c1=O)N[C@@H](Cc1ccccc1)C(=O)O,-0.3,4,-6,-2,1,-21,-9,-4,-2
COc1cccc(N/C(SCc2cccc([N+](=O)[O-])c2)=C(/C#N)C(N)=O)c1,-1.6,-1,34,-2,-5,9,17,1,22
O=C(NCCNC(=O)c1cnccn1)c1cccc(Cl)c1,-0.5,-2,-15,-1,-3,-11,7,-3,10
CC(NC(=O)/C(C#N)=C/c1cn(-c2ccccc2)nc1-c1ccc(F)cc1)c1ccccc1 (stereo not drawn),2.1,0,6,-3,-3,8,1,11,-8
Cc1[nH]c(=O)[nH]c(=O)c1CSc1nnc([C@@H](NC(=O)OC(C)(C)C)C(C)C)o1,2.2,1,28,3,-3,10,2,9,6
CN(C)c1ccc(P(=O)(OCc2ccccc2)C(O)c2ccncc2)cc1 (stereo not drawn),-1.5,0,10,0,4,-5,-2,8,6
CCCC(=O)Nc1c2c(nc3ccccc13)N(c1ccccc1)CC2,-5.8,0,4,2,-2,5,3,13,4
S=C(NCc1ccccn1)Nc1ccc(Br)cc1Cl,0.4,1,2,-2,-5,10,-16,31,26
CC(=O)Nc1nc(-c2ccc3c(c2)OCO3)cs1,0.3,-1,3,1,0,19,-22,17,16
CCOc1ccccc1NC(=O)CCn1ccnc1,-0.1,-1,0,0,0,7,-1,7,5
Cc1ccc(OCCNc2ccc(C(F)(F)F)cc2[N+](=O)[O-])cc1,4.0,-5,3,-2,-4,1,-5,8,7
COc1cccc(-c2c(C(=O)N/N=C/c3ccco3)nnn2-c2nonc2N)c1,-0.8,1,-5,-2,-2,7,14,12,7
CCS(=O)(=O)N1CCN=C1SCc1ccccc1,-1.3,-1,-2,10,7,-9,-1,12,-9
N=c1c(C(=O)NC2CCCCC2)cc2c(=O)n3ccccc3nc2n1Cc1ccco1,0.4,1,3,0,-6,14,27,19,18
O=C(Nc1cccc(S(=O)(=O)Nc2ccccc2F)c1)c1ccco1,0.9,1,-6,-5,1,-4,8,19,21
COc1nccc(C(F)(F)F)c1C(=O)Nc1ccc(Cl)cc1,-2.6,-1,-7,-1,-3,2,19,23,-12
COc1ccc(OCc2n(CC(=O)OC3CC(C)CCC3C(C)C)c3ccccc3[n+]2C)cc1 (stereo not drawn),34,-5,15,-6,-6,28,-1,6,34
O=S1(=O)N=C(Oc2ccccc2)c2ccccc21,1.9,0,6,-3,-3,6,6,17,4
COc1cccc(NC(=S)N2CCN(S(C)(=O)=O)CC2)c1,0.3,-2,-24,-10,-4,-3,1,10,-2
C/C(=N\Nc1ccc2nncn2n1)c1ccc(Cl)s1,-0.3,0,9,-3,1,17,-17,9,-12
CCOc1nc(-c2ccc(Cl)cc2)nc2ccccc12,1.2,3,2,-1,4,-36,11,3,-7
COc1ccc(C2CC(=O)Oc3ccc(C(C)(C)C)cc32)cc1 (stereo not drawn),1.0,-1,15,0,4,-1,-49,4,28
CSc1cccc(NC(=O)C(C)Sc2ccc(C)cc2)c1 (stereo not drawn),14,-4,18,-3,1,5,-2,9,27
COc1ccc(S(=O)(=O)Nc2c3ccccc3nc(=O)n2-c2ccccc2)cc1,-4.4,0,10,2,0,8,11,37,-6
COc1ccc(NC(=O)CSc2n[nH]c(-c3ccncc3)n2)cc1Cl,-0.9,-2,-12,-1,1,-3,-14,14,-11
COc1cccc(OCC(O)CN2CCN(C)CC2)c1 (stereo not drawn),-0.1,-1,1,-1,-3,1,8,17,1
O=C(COc1coc(CN2CCN(c3ccc(F)cc3)CC2)cc1=O)NC1CCCC1,0.2,1,-4,0,-2,-1,17,8,4
CC(=O)NCCC1CCN(c2nc3nonc3nc2N(C)Cc2ccccc2)CC1,1.7,-2,10,2,0,-2,6,2,24
Cc1cc(S(=O)(=O)NC2CCCCC2)ccc1-n1cnnn1,-1.0,-2,11,1,-2,-11,-25,3,5
CCOc1ccc(OCCn2ccnc2)cc1,-0.2,2,-23,1,0,-5,16,18,1
N#Cc1c(-c2ccccc2)cc(-c2ccccc2)nc1SCCC(=O)O,0.5,-12,14,-5,-3,14,21,12,33
O=C(COc1ccccc1Cl)Nc1ccc(N2CCN(C(=O)c3ccccc3)CC2)cc1,2.2,0,32,7,-4,21,-36,19,26
Cc1cc(=O)[nH]c(N/N=C/C(C)c2ccccc2)n1 (stereo not drawn),2.5,-2,11,-3,5,-14,9,-30,3
